PKM2 act: PKM2 (human) enzyme activation. P14618. AID 1631. Potency, µM (series often up to 57.5 µM), for the others: top-dose activation, usual class: activators. purified PKM2, Kinase-Glo ATP luminescence, activation; response scale: 0% is enzyme alone, no compound. hit rate 0.34% among 260,000; note: potency is the fitted concentration of half-maximal effect; % is set by controls: 0 for no effect and ±100 for the full control effect; nearly all actives have a fitted effect of over 55% in size
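hPK-M2, >95% pure; 0.1 mM ADP / 0.5 mM PEP final; imidazole pH7.2 buffer w/ 7 mM MgCl2, 50 mM KCl; 1 h RT; Kinase-Glo lum. Intermediate enzyme activity for dual inhibitor/activator qHTS.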
hERG WT inh: KCNH2 (human, wildtype) channel inhibition. activity change, % at 1.84 µM. AID 720551. hit rate 0.37% among 340,000. U2OS, BacMam KCNH2, thallium flux FluxOr; hits give low values;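 active = maximum activity change below -70%; inconclusive = maximum activity change between -70% and -50%; inactive = maximum activity change above -50%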; note: % is set by controls: 0 for no effect and ±100 for the full control effect
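U2OS cells were transduced with wild-type KCNH2 virus (2.03 x 10^8 / mL) for 4 h at room temperature, then cultured overnight at 37 C. Thallium flux was read with FluxOr dye. Rate constants were normalized to DMSO controls.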
Giardia killer: Giardia lamblia killing; activity change, % at 7.66 µM, hits read low; Giardia lamblia trophozoite viability; AID 540267; hit rate 0.15% among 340,000; in the data active = activity change below about -80%; inconclusive = between about -30% and that limit;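 note: parasites exposed to compound for two days anaerobically before the ATP read; % is set by controls: 0 for no effect and ±100 for the full control effect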
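Killing of trophozoites was scored by loss of ATP luminescence after a 48 hrs anaerobic exposure to compounds at 37 deg C, using 100 cells per well.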
B2AR arrestin: beta2AR (human) beta-arrestin recruitment activity | Potency, µM (titrated, usually from 46.1 µM), for the others: at the highest dose activation, usual class: activators | beta-arrestin recruitment to beta2AR, cell-based reporter | AID 492947 | hit rate 0.02% among 330,000;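 note: potency is the fitted concentration of half-maximal effect; 0% = DMSO controls and full agonism = EC100 isoproterenol or metaproterenol; nearly all actives have a fitted effect of over 65% in size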
TRPV1 ag: activates the human vanilloid receptor TRPV1; Q8NER1; TRPV1-expressing cells, Fluo-8 calcium influx, agonist mode; activation, % at 8.33 µM; hit rate 0.19% among 320,000; in the data active = activation above about 80%; inconclusive = between about 30% and that limit; note: 0% is about no effect
Target sequence (Q8NER1 whole entry, looked up): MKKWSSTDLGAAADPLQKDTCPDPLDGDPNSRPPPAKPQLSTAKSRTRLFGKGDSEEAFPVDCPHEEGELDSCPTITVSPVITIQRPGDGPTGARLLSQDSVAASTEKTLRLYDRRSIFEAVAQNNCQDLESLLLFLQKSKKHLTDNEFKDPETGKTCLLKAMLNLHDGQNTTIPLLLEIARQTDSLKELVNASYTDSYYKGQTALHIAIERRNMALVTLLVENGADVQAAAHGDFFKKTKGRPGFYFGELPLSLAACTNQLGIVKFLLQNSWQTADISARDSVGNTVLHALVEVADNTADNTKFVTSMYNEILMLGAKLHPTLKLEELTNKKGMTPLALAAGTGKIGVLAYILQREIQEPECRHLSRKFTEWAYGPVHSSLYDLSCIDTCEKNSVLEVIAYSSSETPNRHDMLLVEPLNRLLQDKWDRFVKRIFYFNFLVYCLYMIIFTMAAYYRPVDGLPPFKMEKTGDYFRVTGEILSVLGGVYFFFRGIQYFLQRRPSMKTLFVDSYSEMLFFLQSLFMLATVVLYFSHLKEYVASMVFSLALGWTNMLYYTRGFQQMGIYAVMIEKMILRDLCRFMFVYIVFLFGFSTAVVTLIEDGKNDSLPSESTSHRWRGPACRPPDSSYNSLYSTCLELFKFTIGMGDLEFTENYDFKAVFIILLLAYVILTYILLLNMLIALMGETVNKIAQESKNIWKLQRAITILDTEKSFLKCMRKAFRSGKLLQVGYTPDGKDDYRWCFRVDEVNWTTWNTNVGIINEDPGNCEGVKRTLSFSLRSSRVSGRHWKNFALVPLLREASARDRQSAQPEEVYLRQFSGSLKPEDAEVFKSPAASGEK
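Fluo-8 calcium influx in TRPV1-expressing cells, kinetic read (ex 480/em 520 nm). Compound added and read 3 min for agonist activity, followed by capsaicin at EC20 final and 2 min further read for enhancement.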
GALK inhibitor: galactokinase (human) inhibition; P51570; Purified GALK, Kinase-Glo residual ATP luminescence; Potency, µM (top dose mostly 57.5 µM), inactives show top-dose activity change, negative = inhibition, usual class: inhibitors; hit rate 0.007% among 270,000; AID 1868; note: potency is the fitted concentration of half-maximal effect; % is set by controls: 0 for no effect and ±100 for the full control effect
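Luminescence from leftover ATP (Ultra-Glo luciferase/luciferin) served as read-out after a 1 h room-temperature reaction of 5 nM GALK with 35 uM ATP and 100 uM galactose.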
USP2a block: USP2a (human) protease inhibition | O75604 | USP2 core, Ub-CHOP2 coupled fluorogenic reporter, 485/531 | AID 463254 | Potency, µM (series often up to 38.3 µM), inactives show at the highest dose activity change, negative = inhibition, usual class: inhibitors | hit rate 0.01% among 330,000;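 note: potency is the fitted concentration of half-maximal effect; plate controls were DMSO wells for no effect and full inhibition by NEM control for full effect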
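USP2 core (10nM final) preincubated 30min RT with compound in 20mM Tris-HCl pH 8.0, 2mM CaCl2, 2mM beta-mercaptoethanol, 0.05% CHAPS; 25nM Ub-CHOP2 plus 25nM reporter substrate added, fluorescence (Ex485/Em531) read after 60min.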
MLL CXXC-DNA inh: inhibitors of human MLL CXXC domain-DNA interaction | hit rate 0.037% among 290,000 | MLL-CXXC / FITC-HOXA9 DNA fluorescence polarization | Potency, µM (titrated, usually from 115 µM), inactives show top-dose activity change, negative = inhibition, usual class: inhibitors; active = well fitted inhibition curve with a large enough effect in the polarisation, with a control signal flat, not every such curve was filed as active; inconclusive = small, poorly fitted or top-dose-only effect, or effect the other way, or a change in a side signal; inactive = no such curve, though single readings can be large or run the other way; the % refers to the polarisation; note: potency is the fitted concentration of half-maximal effect
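Fluorescence polarization: 7 uM MLL-CXXC (stock) preincubated 5 min with compounds, then 50 nM fluorescein-HOX-A9 DNA (stock) added; 30 min ambient. Buffer 50 mM Tris-HCl pH 7.5, 50 mM NaCl, 1 mM DTT, 0.05% BSA.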
Menin MLL FP TR: menin-MLL binding inhibition, Texas Red mutant peptide; AID 1768; O00255; Menin + Texas Red MLL mutant peptide, fluorescence polarization; hit rate 0.23% among 270,000; Potency, µM (highest dose often 61.6 µM), for the others: at the highest dose FP activity change, negative = inhibition, hits mostly inhibitors; active = well fitted inhibition curve with a large enough effect in the polarisation, with a control signal flat, not every such curve was filed as active; inconclusive = small, poorly fitted or top-dose-only effect, or effect the other way, or a change in a side signal; inactive = no such curve, though single readings can be large or run the other way; the % refers to the polarisation; note: potency is the fitted concentration of half-maximal effect; % of control where 0% means no effect; many of its hits are not listed in these tables
FBPA coupling cs: coupling enzyme interference in Giardia aldolase counter-screen. activity change, negative = inhibition, % at 58.2 µM, hits read low. AID 2472. coupling enzyme system counterscreen, AmpLite Red fluorescence. hit rate 0.67% among 290,000; in the data active = activity change below about -30%; note: % is set by controls: 0 for no effect and ±100 for the full control effect
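Coupling enzymes only (glyceraldehyde-3-phosphate) + compound, at 57.5 uM final, 10 min RT; add substrate/coupling/AmpLite Red mix, 20 min RT; fluorescence ex 525/em 598 nm. Actives flag coupling-system interference.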
KCNH2 3.1 inh: KCNH2 3.1 (human) potassium channel inhibition | U2OS KCNH2 3.1, thallium flux FluxOr; hits give low values | activity change, % (tested at about 1.8 µM) | hit rate 0.95% among 340,000;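 active = maximum activity change below -70%; inconclusive = maximum activity change from -70% to -50%; inactive = maximum activity change above -50%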;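 note: thallium influx rate constant from kinetic fluorescence after stimulation buffer; % is set by controls: 0 for no effect and ±100 for the full control effect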
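FluxOr-based Tl+ influx in U2OS cells transduced with KCNH2 3.1 virus; rate constants normalized to DMSO controls.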
Active calls of the source: *; u = inconclusive; x = no result given; [ ] = dose if it differs, or a comment. Unless noted, calls come from the whole dose curve; as a rule, active = well fitted curve in the direction sought with a large enough effect; inconclusive = small, poorly fitted or top-dose-only effect, or another doubt; inactive = no such curve, though single readings can be large; an effect the other way counts as inactive or inconclusive. Some of the compounds tested (hit frequency here may not be typical).

SMILES	PKM2 act	hERG WT inh	Giardia killer	B2AR arrestin	TRPV1 ag	GALK inhibitor	USP2a block	MLL CXXC-DNA inh	Menin MLL FP TR	FBPA coupling cs	KCNH2 3.1 inh
COc1cc2c(cc1OC)CN(Cc1nc3ccsc3c(=O)[nH]1)CC2	13.9%	-2.9	-5.2	-0.4%	-1.2	0.1%	4.0%	-12.8%	-14.3%	-42.6*	-11.0
CCN(CC)S(=O)(=O)c1ccc(-c2nnc(SCC(N)=O)n2CC)cc1	-5.8%	-7.1	2.3	-1.0%	10.2	5.0%	-0.5%	-3.0%	2.3%	3.9	10.8
O=C(NC(=S)N1CCCCCC1)c1ccc(Cl)cc1Cl	-1.4%	-35.2	21.2	-0.4%	6.8	0.6%	-0.5%	-8.1%	33.0%[activator]	0.7	2.6
O=C(CSc1ncccn1)N1CCN(S(=O)(=O)c2ccccc2)CC1	17.6%	-10.7	1.4	-0.2%	1.3	-2.6%	0.0%	-0.2%	x	-0.6	u
Cc1cc(C)c2cc(C(O)c3nnnn3Cc3ccccc3)c(=O)[nH]c2c1 (stereo not given)	12.6µM*	-2.5	2.8	-0.7%	0.1	1.2%	0.4%	-3.2%	3.7%	-5.0	-0.5
Cn1c(=O)oc2cc(S(=O)(=O)N3CCCC(C(=O)N4CCn5c4nc4ccccc45)C3)ccc21 (stereo not given)	3.9%	x	x	-0.8%	0.3	-0.4%	3.8%	-2.2%	-0.8%	2.4	x
O=C(COC(=O)c1nn(CCO)c(=O)c2ccccc12)Nc1ccc(Cl)c(Cl)c1	x	-22.6	-5.9	-0.7%	x	x	-1.1%	x	x	x	-7.5
Cc1ccc(Cn2c(C(=O)O)cc3sccc32)cc1	5.2%	7.1	-11.8	-0.3%	-1.9	x	1.8%	11.9%	-0.1%	8.9	-9.2
Cc1cc(C)cc(NC(=O)c2cc(=O)c3ccccc3o2)c1	0.8%	-2.3	-16.2	-0.1%	4.8	0.9%	1.2%	-2.5%	-7.3%	-0.3	1.3
COCC(=O)n1nc(NCc2ccc(OC)cc2)nc1NCc1ccc(OC)cc1	13.3%	-3.2	-17.9	-0.5%	4.6	-2.3%	-1.4%	6.5%	5.2%	-1.1	2.1
O=C(Nc1cc(C(F)(F)F)ccc1N1CCOCC1)c1cn2ccccc2n1	3.2%	-5.4	-10.4	-0.2%	13.3	0.4%	0.2%	-8.0%	-17.2%	0.5	-15.5
CCN(CC)S(=O)(=O)c1cc(-c2nnc(-c3ccc(Br)cc3)o2)ccc1Br	8.5%	5.1	-10.9	-0.6%	10.1	0.3%	4.2%	12.0%	11.7%	3.5	-9.8
O=C(Nc1ccc(F)c(Cl)c1)Nc1ccc(Cl)cn1	-1.3%	x	0.6	-0.2%	-1.2	0.3%	0.7%	-12.1%	-12.8%	0.4	2.2
COC(=O)c1sc2ncn(-n3c(C)ccc3C)c(=O)c2c1C	-0.1%	-2.1	6.0	0.1%	0.7	1.1%	-1.1%	-12.3%	-4.3%	3.6	-0.7
CC(=O)Nc1sc(N/N=C/c2ccccc2F)nc1-c1ccc(C)cc1	10µM*	-9.8	4.8	-0.8%	-1.2	-1.5%	2.0%	-2.5%	x	-2.1	2.1
Fc1cccc(Cl)c1Cc1noc(/C=C/c2ccccc2)n1	5.9%	-2.1	-9.1	9.5%	-0.5	1.2%	1.8%	-15.0%	25.4%	3.8	-2.1
CCC(=O)N1CCc2cc(S(=O)(=O)NCCC(=O)N3CCN(c4ccccc4)CC3)ccc21	x	-0.7	-18.5	0.5%	0.3	-5.7%	1.2%	-10.7%	x	x	4.6
CC1(C)SC(=S)N(NC(=O)Nc2ccccc2)C1N(O)C(=O)Nc1cccc2ccccc12 (stereo not given)	3.3%	x	-3.3	1.7%	13.0	x	-16.1%	7.9%	u	-8.9	-4.0
OCc1cccc(Nc2ncnc3sc4c(c23)CCCCC4)c1	0.9%	3.3	-18.9	0.3%	7.8	0.1%	-0.9%	-2.8%	-0.1%	0.3	24.2
CCN(C(=O)COC(=O)CN(C)S(=O)(=O)c1ccc(NC(C)=O)cc1)C1CCS(=O)(=O)C1 (stereo not given)	-2.1%	-6.3	-8.6	-0.9%	2.2	5.7%	0.4%	u	7.9%	-1.9	6.8
COc1cc(CNn2nnnc2N)cc(Br)c1OCC(=O)NC(C)(C)C	-6.7%	-14.6	4.0	-0.1%	1.5	-1.6%	1.0%	16.9%	-9.2%	1.4	-3.3
COc1cc([N+](=O)[O-])ccc1NC(=O)CSc1nnc(C)c(C)n1	-6.6%	-0.9	7.7	-0.2%	0.3	13.3%	-1.6%	1.2%	25.3%	-1.6	3.7
CC(C)(C)OC(=O)NCCCC[C@H](NC(=O)c1nc[nH]c1C(=O)NC(c1ccccc1)c1ccccc1)C(=O)OC(C)(C)C	3.9%	-6.3	51.5[activator]	-0.4%	-1.2	0.7%	-1.3%	-0.6%	u	-10.7	7.8
Cc1ccc(-c2csc(NC(=S)NC(=O)/C=C/c3ccco3)n2)cc1	-3.2%	-11.7	-26.1	0.8%	1.7	0.1%	-3.4%	17.5%	u	x	-1.6
CCN1CCCC1CNCc1cccc(OC)c1OCc1ccccc1 (stereo not given)	-5.8%	8.4	-11.2	-3.2%	6.0	0.8%	0.9%	8.7%	-5.1%	0.6	3.8
CN1CCC(N(C)S(=O)(=O)c2ccc(NC(=O)COc3ccc([N+](=O)[O-])cc3)cc2)CC1	x	32.2	3.3	0.3%	1.1	x	-0.1%	x	x	x	-1.0
Cc1ccc(N/N=C/c2ccncc2)cc1	x	x	38.9[activator]	-0.6%	u	-0.1%	2.6%	1.7%	-23.2%	-1.6	-0.9
O=C(COC(=O)c1ccc(Br)cc1)NCCC1=CCCCC1	-1.6%	-5.3	-3.0	0.9%	9.5	-3.0%	-0.9%	19.8%	-1.6%	0.0	5.5
O=C(Nc1ccc(Cl)cc1)Nc1nc(-c2ccccc2)cs1	-1.6%	-15.9	-13.5	0.0%	4.0	-0.7%	-2.2%	13.8%	2.2%	1.3	-5.6
CC1CCCCC12NC(=O)N(CC(=O)NC(=O)NCc1ccco1)C2=O (stereo not given)	-14.8%	0.5	2.7	0.0%	-0.2	0.8%	1.5%	11.5%	x	3.6	-2.9
CCCCN(C(=O)CCC(=O)Nc1cc(C)on1)C(C(=O)NC1CCCC1)c1cccc(OC)c1 (stereo not given)	1.1%	-5.4	-12.4	0.1%	-1.8	6.0%	-1.3%	-1.8%	-21.2%	-0.8	-8.3
O=C(Cc1ccccc1)NCCCN1CCN(CCCNC(=O)Cc2ccccc2)CC1	-3.8%	-8.1	-13.6	0.0%	-3.3	-2.5%	-1.3%	18.8%	0.0%	1.5	1.9
NC(=O)Nc1ccccc1C(=O)N1CCC(O)(c2ccc(Cl)cc2)CC1	-1.6%	4.7	0.5	0.1%	-0.4	x	1.7%	-1.3%	-5.4%	2.9	14.9
O=C(CC1C(=O)NCCN1C(=O)Nc1ccc(F)cc1)Nc1ccc(F)cc1 (stereo not given)	-5.6%	-0.9	12.8	-0.3%	-2.2	3.5%	0.8%	-29.9%	x	-1.8	-3.8

Structures listed so far printed as active in PKM2 act:
Compound,PKM2 act,B2AR arrestin,TRPV1 ag,GALK inhibitor,USP2a block,MLL CXXC-DNA inh,Menin MLL FP TR
Cc1cc(C)c2cc(C(O)c3nnnn3Cc3ccccc3)c(=O)[nH]c2c1 (stereo not given),12.6µM*,-0.7%,0.1,1.2%,0.4%,-3.2%,3.7%
CC(=O)Nc1sc(N/N=C/c2ccccc2F)nc1-c1ccc(C)cc1,10µM*,-0.8%,-1.2,-1.5%,2.0%,-2.5%,x

Rewritten with bars between the fields: entries from further up
mol | PKM2 act | hERG WT inh | Giardia killer | B2AR arrestin | TRPV1 ag | GALK inhibitor | USP2a block | MLL CXXC-DNA inh | Menin MLL FP TR | FBPA coupling cs | KCNH2 3.1 inh
CCCCN(C(=O)CCC(=O)Nc1cc(C)on1)C(C(=O)NC1CCCC1)c1cccc(OC)c1 (stereo not given) | 1.1% | -5.4 | -12.4 | 0.1% | -1.8 | 6.0% | -1.3% | -1.8% | -21.2% | -0.8 | -8.3
O=C(Cc1ccccc1)NCCCN1CCN(CCCNC(=O)Cc2ccccc2)CC1 | -3.8% | -8.1 | -13.6 | 0.0% | -3.3 | -2.5% | -1.3% | 18.8% | 0.0% | 1.5 | 1.9
NC(=O)Nc1ccccc1C(=O)N1CCC(O)(c2ccc(Cl)cc2)CC1 | -1.6% | 4.7 | 0.5 | 0.1% | -0.4 | x | 1.7% | -1.3% | -5.4% | 2.9 | 14.9
